# 3T3 cytotox = kills NIH 3T3 cells; AID 1345082; 94,000 tested, 4.3% active; Potency, µM (top dose mostly 96.7 µM), without a hit: top-dose activity change, negative = cytotoxicity, usual class: inhibitors; NIH 3T3 viability, CellTiter-Glo ATP luminescence, 48-72 h; further: potency means the concentration at half of the fitted maximal effect; nearly all actives have a fitted effect of over 55% in size
#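 Cytotoxicity was measured by CellTiter-Glo ATP luminescence after 48 or 72 h compound exposure at 37 °C. Mouse NIH 3T3 fibroblasts were seeded at 400 cells/well and dosed by 23 nL pin transfer.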
# GPT2 inhibitor = GPT2 alanine aminotransferase inhibition. Potency, µM (doses to about 57.7 µM), without a hit: top-dose activity change, negative = inhibition, usual class: inhibitors. Q8TD30. 100,000 tested, 0.25% active. Recombinant GPT2, coupled pyruvate oxidase/HRP Amplex Red fluorescence; further: potency means the concentration at half of the fitted maximal effect; nearly all actives have a fitted effect of over 60% in size; many of its hits are not listed in these tables
# Target sequence (Q8TD30 whole entry, looked up): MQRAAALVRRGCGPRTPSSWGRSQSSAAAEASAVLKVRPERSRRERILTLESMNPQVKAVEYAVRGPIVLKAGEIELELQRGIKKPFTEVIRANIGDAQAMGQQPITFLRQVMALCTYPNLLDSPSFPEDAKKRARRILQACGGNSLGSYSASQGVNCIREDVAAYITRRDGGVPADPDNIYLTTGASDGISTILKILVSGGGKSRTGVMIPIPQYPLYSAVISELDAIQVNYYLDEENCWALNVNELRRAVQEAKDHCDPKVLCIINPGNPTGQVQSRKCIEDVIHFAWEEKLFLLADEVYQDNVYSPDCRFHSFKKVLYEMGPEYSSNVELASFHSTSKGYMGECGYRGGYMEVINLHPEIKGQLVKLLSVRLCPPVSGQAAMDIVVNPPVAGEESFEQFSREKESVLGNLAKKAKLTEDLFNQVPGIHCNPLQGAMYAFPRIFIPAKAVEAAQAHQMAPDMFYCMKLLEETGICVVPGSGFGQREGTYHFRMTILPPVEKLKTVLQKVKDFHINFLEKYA
#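 Inhibition is scored from Amplex Red fluorescence generated when pyruvate oxidase and HRP act on pyruvate released by GPT2. Reactions contain 10ng/uL enzyme, 250uM a-KG and 2mM L-alanine and run 30 min at room temperature.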
# FLuc inh = inhibitors of firefly (Photinus pyralis) luciferase | P08659 | purified P. pyralis luciferase, luminescence, biochemical | Potency, µM (titrated, usually from 115 µM), for inactives: at the highest dose activity change, negative = inhibition, actives largely listed as inhibitors | 76,000 tested, 2.5% active; further: potency means the concentration at half of the fitted maximal effect; nearly all actives have a fitted effect of over 65% in size
#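 Inhibitors were tested against purified firefly luciferase in a biochemical, low-substrate format (both substrates at 10uM) and luminescence measured with a CCD imager.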
# IP6K1 inhibitor = inhibitors of human IP6K1. AID 1645851. Q92551. IP6K1 kinase, ADP-Glo luminescence, 2 h; hits give low values. activity change, % (series mostly up to about 58 µM). 140,000 tested, 0.81% active; in the data active means activity change below about -25%
# Target sequence (Q92551 whole entry, looked up): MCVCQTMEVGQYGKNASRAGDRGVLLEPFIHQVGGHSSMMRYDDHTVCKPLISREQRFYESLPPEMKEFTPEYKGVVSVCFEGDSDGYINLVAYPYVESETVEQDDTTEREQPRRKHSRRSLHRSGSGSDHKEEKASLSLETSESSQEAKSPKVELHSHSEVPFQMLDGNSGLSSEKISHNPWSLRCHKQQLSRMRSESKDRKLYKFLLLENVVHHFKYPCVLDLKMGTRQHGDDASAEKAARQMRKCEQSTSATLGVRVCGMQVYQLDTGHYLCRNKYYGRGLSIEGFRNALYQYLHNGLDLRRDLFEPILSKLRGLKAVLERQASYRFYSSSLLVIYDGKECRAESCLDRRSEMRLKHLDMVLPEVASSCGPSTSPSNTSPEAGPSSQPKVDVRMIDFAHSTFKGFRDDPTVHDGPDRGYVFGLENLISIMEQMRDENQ
#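 ADP-Glo luminescence measures ADP made by human IP6K1 during a 2 h RT reaction with ATP/IP6 (mix at 1.3 mM/130 uM); top library doses 57.5 and 19.1 uM final.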
# SNCA viab count = cell viability loss counter-screen; HEK-293-SNCA-luc viability, GF-AFC fluorescence, 24 h; Potency, µM (top dose mostly 57.1 µM), for the others: top-dose activity change, negative = cytotoxicity, actives largely listed as cytotoxic; 150,000 tested, 0.12% active; AID 1671193;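 further: potency means the concentration at half of the fitted maximal effect; 0% = DMSO-treated cells and -100% = medium-only wells without cells; nearly all actives have a fitted effect of over 30% in size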
#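 Cytotoxicity counterscreen: after 24 h compound treatment of genome-edited SNCA-luciferase HEK-293 cells, live-cell protease substrate GF-AFC read by fluorescence after 30 min; activity scaled between DMSO (0%) and medium-only (-100%), curves Hill-fitted.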
# SNCA expr inh = reduces expression of the alpha-synuclein gene; Potency, µM (doses to about 57.2 µM), without a hit: at the highest dose activity change, negative = inhibition, most hits filed as inhibitors; 140,000 tested, 0.17% active; HEK-293 SNCA-luciferase knock-in, luminescence, 24 h; AID 1671194;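 further: potency means the concentration at half of the fitted maximal effect; plate controls were DMSO cells for no effect and cell-free wells for full effect; nearly all actives have a fitted effect of over 45% in size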
# HEK cytotox = cytotoxic compounds in HEK 293 cells. HEK 293 viability, ATP luminescence (CellTiter-Glo), 48-72 h. Potency, µM (highest dose often 115 µM), inactives show top-dose activity change, negative = cytotoxicity, most hits filed as inhibitors. 94,000 tested, 6.6% active. AID 1345083; further: potency means the concentration at half of the fitted maximal effect; nearly all actives have a fitted effect of over 60% in size
#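 Cytotoxicity was scored by loss of ATP-coupled luminescence (CellTiter-Glo) in HEK 293 cells. Compound treatment ran 48 or 72 hr at 37 degree Celsius, 5% CO2, 95% humidity.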
# Numbers without * were called inactive; i = inactive; ? = inconclusive; / = no result given; & = joins results of further samples; [ ] = dose if it differs, or a comment. Unless noted, the call rests on the fitted dose curve; in most records, active means well fitted curve in the direction sought with a large enough effect; inconclusive means small, poorly fitted or top-dose-only effect, or another doubt; inactive means no such curve, though single readings can be large; an effect the other way counts as inactive or inconclusive. Unless noted, on the % scale 0 is the no-effect control and ±100 the full control effect. An excerpt. The share of hits here may be higher or lower than overall.
# Preview:
Compound	3T3 cytotox	GPT2 inhibitor	FLuc inh	IP6K1 inhibitor	SNCA viab count	SNCA expr inh	HEK cytotox
Cc1nc2c(C(=O)NCc3ccccc3)c[nH]n2c(=O)c1Cc1ccccc1Cl	/	/	/	5	9%	5%	/
CCCc1nc2ccccc2n2c(-c3ccccc3)c3c(=O)n(C)c(=O)n(C)c3c12	/	/	/	24	-3%	2%	/

# All compounds of this part, previewed entries included:
Compound	3T3 cytotox	GPT2 inhibitor	FLuc inh	IP6K1 inhibitor	SNCA viab count	SNCA expr inh	HEK cytotox
Cc1nc2c(C(=O)NCc3ccccc3)c[nH]n2c(=O)c1Cc1ccccc1Cl	/	/	/	5	9%	5%	/
CCCc1nc2ccccc2n2c(-c3ccccc3)c3c(=O)n(C)c(=O)n(C)c3c12	/	/	/	24	-3%	2%	/
CCOc1cccc(CN2CCCC(COc3ccccc3C(=O)N3CCCC3)C2)c1 (stereo not drawn)	-27%	-22%	-2%	-1	-6%	2%	?
CNC(=O)[C@@H]1CN(C(=O)c2ccc(OC)c(F)c2)C[C@H]1COC	-7%	i	5%	-3	-5%	?	-23%
O=C(NC1CCCC1)N1CCC(C(=O)N2CCC(N3Cc4ccccc4C3=O)CC2)CC1	-29%	?	/	23	10%	17%	-24%
Cc1cc(C)cc(-c2ccc(CN3CCCC(NC(=O)C4CC4)C3)cc2)c1 (stereo not drawn)	-15%	i	/	5	-4%[12.5 µM]	2%	-18%
CCc1cccc(NC(=O)N2c3ccccc3CC2c2nc(CCOC)no2)c1 (stereo not drawn)	?	3%	-11%	25	?	-12%	-25%
CCC1Oc2ccc(NC(=O)c3ccccc3)cc2CN(Cc2cc(F)cc(F)c2)C1=O (stereo not drawn)	?	-17%	-4%	8	-1%	1%	14µM*
COc1ccc(-n2c(C)nc3cc(C(=O)NC4CCCC4)ccc32)cc1	/	/	/	21	-8%	-8%	/
CNC(=O)c1cc(C2CC2)nc2c1c(C1CCN(C(=O)c3ccc(OC)cc3)CC1)nn2C	?	/	/	-11	/	/	?
COc1ccc(OC)c(NC(=O)CSc2nc3ccccc3nc2N2CCCCC2)c1	/	/	/	-8	-2%	2%	/
Cc1cn2nc(C(=O)NCc3cccnc3)cc2c(=O)[nH]1	2%	i	-15%	-4	3%	7%	-4%

# Part of the list above, with two lines to a compound.
# The line under a structure holds: 3T3 cytotox	GPT2 inhibitor	FLuc inh	IP6K1 inhibitor	SNCA viab count	SNCA expr inh	HEK cytotox
> Cc1cc(C)cc(-c2ccc(CN3CCCC(NC(=O)C4CC4)C3)cc2)c1 (stereo not drawn)
→ -15%	i	/	5	-4%[12.5 µM]	2%	-18%
> CCc1cccc(NC(=O)N2c3ccccc3CC2c2nc(CCOC)no2)c1 (stereo not drawn)
→ ?	3%	-11%	25	?	-12%	-25%

# Further entries
Compound	3T3 cytotox	GPT2 inhibitor	FLuc inh	IP6K1 inhibitor	SNCA viab count	SNCA expr inh	HEK cytotox
Cc1ccc(N2CCN(c3ncnc4onc(-c5ccc(F)cc5)c34)CC2)c(C)c1	/	/	/	-5	7%	10%	/
COc1ccc2c3c1C(C(N)=O)N(Cc1ccccc1)CC3=CC(C)(C)CO2 (stereo not drawn)	?	/	/	3	/	/	?
Cc1ccc(C)c(N(C)C(=O)CCNC(=O)Cn2cnc3ccccc3c2=O)c1	/	/	/	12	-2%	-5%	/
COc1cccc(C(=O)Nc2ccccc2-c2nc(-c3ccc(C)cc3)no2)c1	/	/	/	3	18%	119%[activator]	/
O=C1NCCCCCCN(C(=O)Cc2ccccc2)[C@H]2C[C@H](c3nc(Cc4ccccc4)no3)C[C@@H]12	?	i	-19%	12	3%	11%	?
CCN1CCSc2ccc(C(=O)NCc3cccc(F)c3)cc21	/	/	/	6	7%	-7%	/
Cc1ccc(C(=O)COC(=O)CCCC(=O)Nc2cc(C(F)(F)F)ccc2Cl)cc1C	/	/	/	-3	-2%	23%	/
CN1CC(CO)C2(CCN(Cc3ccc(Cl)cc3)CC2)C1 (stereo not drawn)	?	3%	3%	-7	-14%	-7%	?
CCCc1noc(-c2cn(C3CCN(C(=O)c4cc(F)ccc4Cl)CC3)nn2)n1	?	i	-1%	2	6%	12%	-12%
CN1CCCC2(CCN(c3nc4c(cc3C(N)=O)CCC4)C2)C1=O (stereo not drawn)	-14%	i[11.5 µM]	12%	8	-5%	-14%	2%
COCCN1C(=O)CCc2cc(NC(=O)CCc3ccccc3)ccc21	-6%	i	2%	7	-6%	-9%	?
CCOc1ccc(-n2c(=O)c3c4c(sc3n(Cc3cc(=O)n5cc(Cl)ccc5n3)c2=O)CCC4)cc1	/	/	/	25	10%	-4%	/
COc1cccc(C(=O)NCCc2nc(C3CC3)nn2Cc2ccccc2)c1	-19%	3%	5%	-7	-1%	?	?
COc1cccc(NC(=O)C(=O)NCCc2csc3nc(-c4ccccc4C)nn23)c1	/	/	/	12	10%	42%[activator]	/
CC(=O)NCCC1CCCCN1Cc1nc(C2(c3ccc(C)cc3)CCCC2)no1 (stereo not drawn)	-25%	i	-10%	-13	-17%	-33%	?
Cc1ccc(C(=O)CSc2nc3cc(C(=O)NC4CCCC4)ccc3c(=O)n2CC2CCCO2)cc1 (stereo not drawn)	/	/	/	-7	0%	47%[activator]	/
Cc1nnc([C@@H]2CC(F)(F)CN2C(=O)c2cccc3[nH]ccc23)o1	-19%	i	3%	14	7%	23%	i
O=C(Nc1ccc(Oc2ccccc2)cc1)c1cc2n(n1)CC(c1ccc(Cl)cc1)OC2 (stereo not drawn)	-28%	-1%	-13%	-4	9%	?	?
CCOC(=O)c1c(C)sc(-c2c(-c3cc(C)ccc3C)[nH]c3c2c(=O)[nH]c(=O)n3C)c1O	/	/	/	-16	-14%	-4%	/
COc1ccc(CN2CCC3(C2)NC(=O)c2ccccc2CO3)cc1 (stereo not drawn)	-15%	i	-2%	23	-3%	12%	-17%
Cc1cc(=O)n(CC(=O)Nc2ccc([N+](=O)[O-])cc2)c(-n2nc(C)cc2C)n1	/	/	/	11	-8%	-3%	/
CC(=O)N1CCC(C(=O)N(C)C2CCc3nn(C)c(=O)n3CC2)CC1 (stereo not drawn)	1%	?	6%	8	10%	27%	i
CC(C)=CCC1(CO)CCCN(Cc2ccccc2OCCO)C1 (stereo not drawn)	-19%	-4%	4%	12	7%	-7%	-24%
COc1cc(CCC(=O)N(C)C2CCc3nn(CC4CC4)c(=O)n3CC2)on1 (stereo not drawn)	-6%	1%	-12%	-6	-3%	-14%	-2%
CN(C)CCCn1ccnc1C1CCN(C(=O)C2CCCN(C)C2)CC1 (stereo not drawn)	1%	-24%[11.5 µM]	0%	26	1%	-1%	i
COc1cc(NC(=O)NC[C@H]2O[C@@H](CO)[C@@H](O)[C@H]2N2CCCCC2)cc(OC)c1	-2%	-9%	3%	1	-4%	11%	4%
O=C(CN1C(=O)NC(c2ccccc2Cl)C2=C1COC2=O)NC1CCCC1 (stereo not drawn)	-5%	i	8%	5	1%	-24%	-16%
NC(=O)CCNC(=O)C1=C[C@@H](NC(=O)Cc2cccs2)[C@@H](O)[C@H](O)C1	-13%[174 µM]	0%[88.5 µM]	-2%[172 µM]	0	0%[87.6 µM]	25%[87.6 µM]	0%[172 µM]
COc1ccc(N2CCN(C(CNC(=O)CC(C)C)c3ccc4c(c3)OCO4)CC2)cc1 (stereo not drawn)	/	/	/	25	-11%	40%	/
Cc1cnc(CC2CCCN(S(=O)(=O)c3cccs3)C2)n1C(C)C (stereo not drawn)	-15%	0%	/	18	2%	16%	?
CCOCC1(C)COc2ccc(C(=O)N(C)c3ccccc3)cc2N1 (stereo not drawn)	-18%[138 µM]	-9%[88.5 µM]	11%[172 µM]	-8	0%[87.6 µM]	-29%[87.6 µM]	?
O=C1NC(=NC2CCCCC2)C2(CCN(CC3CCCCC3)C2)N1c1cc(F)cc(F)c1 (stereo not drawn)	32µM*	i	/	2	-12%	?	32µM*
O=C(NCCc1ccc(Cl)cc1)c1cn2cc(-c3ccc(F)cc3)sc2n1	?	i	/	5	-5%	-11%	?
O=C(NCc1ccccc1Cl)C1CCCN(c2ccnc3ccnn23)C1 (stereo not drawn)	?	-13%[88.5 µM]	/	0	?	-1%[87.6 µM]	?
FC(F)(F)c1ccc(CN2CCn3c(nnc3-c3cccnc3)C2)cc1	?	i	/	-3	9%	-19%	0%
COc1ccc(CNC(=O)c2cc(Nc3ccc(OC)cc3OC)nc3ccccc23)cc1	/	/	/	-1	-3%	39%[activator]	/
COc1ccc(Cl)c2sc(NC(=O)c3ccc(S(=O)(=O)N4CCOCC4)cc3)nc12	/	/	/	-6	-10%	-4%	/
NC(=O)C1(N2CCCCC2)CCN(CCCN2c3ccccc3CCc3ccc(Cl)cc32)CC1	/	?	/	-10	18%[23.9 µM]	-35%[25.6 µM]	/
Nc1ccn([C@@H]2C(F)=C(CO)[C@@H](O)[C@H]2O)c(=O)n1	/	?	/	9	-4%&-3%	-23%	/
CCC1CN(C(=O)Nc2cc(C)cc(C)c2)c2ccccc2O1 (stereo not drawn)	/	/	/	10	4%	-22%	/
COc1ccc(-c2cc3nc4c(c(=O)n3[nH]2)CN(C(=O)Cc2ccccc2)CC4)cc1	-7%	i	?	6	11%	-22%	3%
CCc1nc(-c2c3n(c(=O)n(CC(=O)Nc4ccccc4Cl)c2=O)CCCCC3)no1	3%	i	-2%	6	1%	?	5%
Cc1cccc(NC(=O)CCCn2nc(C)c3c(C)n(-c4ccccc4)nc3c2=O)c1C	/	/	/	1	-5%	-1%	/
COc1ccc2nc(N3CCN(C(=O)c4ccco4)CC3)sc2c1	/	/	/	1	-4%	157%[activator]	/
Cc1c(-c2ccc(F)cc2)[nH]c2ccc(CNC(=O)[C@@H]3CCCO3)cc12	?	1%	35µM*	5	-23%	20%	50µM*
CC(C)CCNC(=O)c1ccc(CN2C(=O)NC3(CCS(=O)(=O)CC3)C2=O)cc1	3%	i	-7%	7	11%	-3%	-6%
COC(=O)N1CCn2c(nn(-c3ccc([N+](=O)[O-])cc3)c2=O)C1	-25%[138 µM]	i	-9%[172 µM]	6	2%[87.6 µM]	7%[87.6 µM]	-23%[172 µM]
O=C(Nc1ccc(Cl)cc1)c1nc2c(o1)CCN(Cc1ccccc1)CC2	?	-24%[88.5 µM]	-16%[172 µM]	6	-16%[87.6 µM]	0%[87.6 µM]	?
COc1cccc(NC(=O)Cn2nnc(C(=O)NCc3ccc4c(c3)OCO4)c2N)c1	/	/	/	-1	7%	-1%	/
COc1ccc(-c2cnc3[nH]cc(CC(=O)Nc4ccc(OC)nc4)c3c2)cc1	?	2%[88.5 µM]	14%[172 µM]	3	-18%[87.6 µM]	1%[87.6 µM]	?

# Bioassay records from PubChem BioAssay.
